# TDP1 inh: inhibitors of human tyrosyl-DNA phosphodiesterase TDP1 | Q9NUW8 | recombinant TDP1, AlphaScreen DNA substrate cleavage | Potency, µM (top dose mostly 130 µM), for inactives: top-dose activity change, negative = inhibition, actives largely listed as inhibitors | 350,000 compounds, 0.28% hits; also: nearly all actives have a fitted effect of over 40% in size
# Target sequence (Q9NUW8 whole entry, looked up): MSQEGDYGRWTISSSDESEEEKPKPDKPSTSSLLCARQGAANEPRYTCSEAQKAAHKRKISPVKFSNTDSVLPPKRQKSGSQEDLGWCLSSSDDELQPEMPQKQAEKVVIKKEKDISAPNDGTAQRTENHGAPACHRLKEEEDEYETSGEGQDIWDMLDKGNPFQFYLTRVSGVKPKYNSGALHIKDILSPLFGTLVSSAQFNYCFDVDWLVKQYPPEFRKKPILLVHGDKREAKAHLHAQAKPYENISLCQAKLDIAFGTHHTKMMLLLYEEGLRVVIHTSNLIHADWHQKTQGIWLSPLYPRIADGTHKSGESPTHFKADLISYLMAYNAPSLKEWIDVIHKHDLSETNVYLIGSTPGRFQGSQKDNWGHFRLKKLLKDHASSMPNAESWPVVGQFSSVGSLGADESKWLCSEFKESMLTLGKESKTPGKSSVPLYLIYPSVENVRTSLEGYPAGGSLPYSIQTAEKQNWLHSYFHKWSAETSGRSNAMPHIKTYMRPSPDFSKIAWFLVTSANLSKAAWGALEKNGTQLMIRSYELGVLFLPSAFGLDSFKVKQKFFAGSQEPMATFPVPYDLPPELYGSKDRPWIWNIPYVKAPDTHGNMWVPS
#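 Compounds were preincubated with Tdp1 (1 nM final) for 15 min at room temperature before substrate (15 nM final) started a 5 min reaction; beads (10 ug/ml final) were then added for 10 min before AlphaScreen detection.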
# DT40 TDP1 no CPT: qHTS for Inhibitors of human tyrosyl-DNA phosphodiesterase 1 (TDP1): qHTS in cells in absence of CPT; DT40 Tdp1-/- hTDP1 cells, no CPT, ATP luminescence, 48 h; Potency, µM (titrated, usually from 46.2 µM), without a hit: at the highest dose activity change, negative = growth inhibition, actives largely listed as inhibitors; 420,000 compounds, 15% hits; AID 686978, 2013; also: nearly all actives have a fitted effect of over 55% in size
#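 Readout: luminescence from CellTiter-Glo after 30 min in the dark at RT. Cells: DT40 Tdp1-/- with stable hTDP1, 400/well. Exposure: compounds alone, ≥48 hr, 37 °C.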
# DT40 TDP1 CPT: DT40-hTDP1 cell growth loss with CPT | Potency, µM (doses to about 46.2 µM), for inactives: top-dose activity change, negative = growth inhibition, hits mostly inhibitors | chicken DT40 Tdp1-/-;hTDP1 cells + 20 nM CPT, ATP luminescence, 48 h | 420,000 compounds, 12% hits; also: nearly all actives have a fitted effect of over 55% in size
#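 Cell growth measured by CellTiter-Glo luminescence after a minimum 48 h, 37 C compound exposure with 20 nM CPT in Tdp1-knockout DT40 cells stably expressing hTDP1, seeded 400/well; qHTS titration format.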
# Numbers without * were called inactive; u = inconclusive; x = not tested or not shown. Calls follow the shape of the dose curve; as a rule, active = well fitted curve in the direction sought with a large enough effect; inconclusive = small, poorly fitted or top-dose-only effect, or another doubt; inactive = no such curve, though single readings can be large; an effect the other way counts as inactive or inconclusive. % is scaled to controls: 0 for no effect and ±100 for the full control effect; potency is read from the fitted curve at half-maximal effect.
SMILES,TDP1 inh,DT40 TDP1 no CPT,DT40 TDP1 CPT
C1CSC2(N1)C1CC3CC(C1)CC2C3 (stereo not given),4%,0%,8%
COc1ccc(S(=O)(=O)N2Cc3ccccc3CC2C(=O)Nc2nccs2)cc1OC (stereo not given),4%,u,u
O=C(NCCOc1ccc(Cl)cc1)C1CCCCC1,-3%,-23%,19%
Oc1ccc(C[C@H]2CNC(=S)N2CC2CCCN2C[C@H](Cc2ccc(O)cc2)N2C[C@H](Cc3ccc(O)cc3)N(CC3CCCCCC3)C2=S)cc1 (stereo not given in full),x,18µM*,23µM*
CCOC(=O)c1csc(NC(=O)C2=COCCO2)n1,2%,16%,0%
COC(=O)NC1(C(F)(F)F)C(=O)Nc2c1c(=O)n(C)c(=O)n2C (stereo not given),-3%,2%,-4%
COc1cccc(-c2ccc(C3=CC(=O)CC(C)(C)C3=O)cc2)c1OC,x,21µM*,u
O=C(NNC(=O)C1C2CCCCC21)c1coc(=O)c(Br)c1 (stereo not given),3%,4.1µM*,4.1µM*
Cc1ccc2[nH]c(=O)c3cc(C(=O)NCc4cccc(Cl)c4)sc3c2c1,-1%,u,u
Cn1c(C(=O)NCc2ccc(Cl)cc2)cc2c(=O)n(C)c3ccccc3c21,5%,-11%,19%
COc1ccc(Cc2nnc(C(=O)NCCCN3CCN(c4ccccc4F)CC3)o2)cc1OC,3%,u,u
COc1ccc(N(C(=O)c2ccco2)C(C(=O)NC2CCCC2)c2cccs2)c(OC)c1 (stereo not given),5%,u,-24%
Cc1nn(-c2ccc(Cl)cc2)c(Cl)c1/C=C(\C#N)C(N)=O,0%,u,u
CC12CCC(=O)N1C(C(=O)N1CCN(S(=O)(=O)c3cccc(C(F)(F)F)c3)CC1)CS2 (stereo not given),x,-13%,-8%
COc1ccc(OC)c(CCNC(=O)c2cccc(NC3=NC4CS(=O)(=O)CC4S3)c2)c1 (stereo not given),x,6%,-1%
CCCSc1nc2c(cnn2-c2ccccc2)c(=O)n1N,1%,u,-2%
Nc1nc2ccc([N+](=O)[O-])cc2s1,20%,u,u
CCc1ccc2c(COC(=O)C3CC(=O)N(CCc4ccccc4)C3)cc(=O)oc2c1 (stereo not given),1%,-9%,-20%
CCO[C@@H]1OC(C(=O)NC2CC2)=C[C@H](c2ccccc2)[C@H]1CCCO,4%,-1%,-7%
COc1ccc(CN2CCCC(n3cc(C(=O)NC4CCCC4)nn3)C2)c(O)c1 (stereo not given),x,-24%,u
CCN(C(=O)CSc1nc2ccccc2n1Cc1ccc(C(=O)OC)cc1)c1ccccc1,9%,13µM*,21µM*
O=C(Nc1ccccc1Br)C1CCC(=O)N1Cc1ccccc1Cl (stereo not given),5%,8%,0%
O=C(NCC1CCOCC1)c1ccc(OC2CCN(Cc3ccccn3)CC2)cc1,-4%,0%,-6%
COc1ccccc1-c1nccc(NC2CCNCC2)n1,x,0%,-3%
COc1cc(C(=O)NCc2ccc(S(N)(=O)=O)cc2)ccc1OCC(=O)N1CCOCC1,1%,2%,-3%

# One compound at a time, from the list above. Order of values: TDP1 inh, DT40 TDP1 no CPT, DT40 TDP1 CPT
# Profile of O=C(NNC(=O)C1C2CCCCC21)c1coc(=O)c(Br)c1 (stereo not given) : 3%, 4.1µM*, 4.1µM*
# Profile of COc1ccc(N(C(=O)c2ccco2)C(C(=O)NC2CCCC2)c2cccs2)c(OC)c1 (stereo not given) : 5%, u, -24%
# Profile of COc1ccc(CN2CCCC(n3cc(C(=O)NC4CCCC4)nn3)C2)c(O)c1 (stereo not given) : x, -24%, u

# Continuation.
SMILES,TDP1 inh,DT40 TDP1 no CPT,DT40 TDP1 CPT
CC(=O)N1c2ccc(S(=O)(=O)N(C)CC(=O)NCc3ccc(C)cc3)cc2CC1C (stereo not given),0%,-7%,-20%
O=C(COC(=O)c1cc(Cl)ccc1Cl)Nc1ccc2[nH]c(=O)[nH]c2c1,x,-27%,4%
COc1cccc(CN2C(=O)NC(C)(C3CCN(Cc4cccc(O)c4)CC3)C2=O)c1OC (stereo not given),x,-26%,-21%
N#Cc1ccc(C(=O)OCC(=O)N2CCN(C(=O)c3ccco3)CC2)cc1,0%,-8%,8%
CC(Oc1ccccc1)C(=O)Nc1ccc(S(=O)(=O)N2CCN(C)CC2)cc1 (stereo not given),x,-17%,u
O=C(CSc1ncc2c(n1)-c1ccccc1N(Cc1ccc(F)cc1)S2(=O)=O)c1ccc(Br)cc1,4%,u,-25%
Oc1ccccc1C=NCCCCCCN=Cc1ccccc1O,-2%,-12%,7%
CC(=O)N1CCN(CC(=O)Nc2c(Cl)cc(Cl)cc2Cl)CC1,5%,-4%,u
O=C(O)c1ccc(-n2cccc2)cc1O,-3%,7%,-16%
Cc1ccccc1Nc1c(-c2c(F)cccc2Cl)nc2ccc(Br)cn12,-2%,u,u
O=c1c(-c2ccc(Cl)cc2)nc2cncnc2n1Cc1ccccc1Cl,x,1%,11%
C/C(CC(=O)NCc1ccco1)=N\NC(=O)Cc1ccccc1,2%,16%,8%
S=C(c1ccccc1)N1CCCc2ccccc21,-6%,-17%,-3%
CN1C(=O)NC(c2cccc([N+](=O)[O-])c2)C2=C1CCCC2=O (stereo not given),x,1%,3%
N#Cc1ccc(CN2CCN(C(=O)C3CC(=O)N(c4ccccc4F)C3)CC2)cc1 (stereo not given),-7%,-8%,-12%
Cc1ccc(NC(=O)Cc2cccs2)cc1Cl,1%,u,-30%
CC1(C)CNC(=O)c2sc(N3CCCCC3)nc2C1,0%,-20%,-27%
NS(=O)(=O)c1ccc(CNC(=O)c2ccncc2)cc1,3%,17%,3%
CCOC(=O)c1[nH]c(C)c(C(=O)OCC(=O)N(Cc2ccccc2)C(C)C)c1C,6%,15µM*,u
Cc1ccc(NC2CC(C)NC(=S)N2)cc1 (stereo not given),x,1%,-3%
COc1ccc(NC(C)=O)cc1S(=O)(=O)Nc1ccc(C(=O)N2CCCC2)cc1,4%,13%,2%
COc1ccc(C(=O)Nc2ccc(Cl)cn2)cc1S(=O)(=O)N1CCCC1,0%,-20%,-7%
O=C(Nc1ccccc1-c1nc2ccccc2s1)c1ccc(F)cc1,-5%,-11%,-1%
CCOC(=O)c1c(C)[nH]c(NC(=O)N2CCOCC2)c1C,-2%,u,u
COCCCn1c(C)nnc1SCC(=O)Nc1ccc(C(C)=O)cc1,6%,-4%,7%

# Following part:
SMILES,TDP1 inh,DT40 TDP1 no CPT,DT40 TDP1 CPT
Cc1ccnc(NC(=O)c2ccc3c(c2)C(=O)N(CC(C)C)C3=O)c1,2%,4%,-2%
COc1cccc(/C=C2\Oc3cc(OC(=O)N4CCOCC4)ccc3C2=O)c1,-1%,u,u
NS(=O)(=O)c1ccc(CCNCc2ccccc2OCc2ccc(Cl)cc2)cc1,x,u,23µM*
CCC(C)Sc1oc(-c2ccco2)nc1S(=O)(=O)c1ccc(Cl)cc1 (stereo not given),-9%,u,18µM*
Cc1cc(C)cc(C(=O)NC(=S)Nc2ccc(-c3cc4ccccc4oc3=O)cc2)c1,-1%,u,u
O=c1[nH]c2ccccc2n1C1=CCCC1,4%,u,-12%
COc1ccc(C2CC(c3ccco3)n3ncnc3N2)cc1 (stereo not given),0%,u,u
CCc1c(C)sc(NC(=O)c2cc(C)no2)c1C#N,5%,-10%,-14%
Cc1c(C(=O)N2CCCCC2C)sc2ncnc(N3CCc4ccccc4C3)c12 (stereo not given),1%,13µM*,u
C/C(=N/O)c1c(O)c(C)c(-c2ccccc2)n(-c2ccccc2)c1=O,4%,2%,0%
N#Cc1cc2c(nc1SCC(=O)Nc1sc3c(c1C#N)CCC3)CCCCC2,6%,-21%,u
COc1ccc(NC(=O)COC(=O)COc2cccc(Br)c2)cc1OC,3%,5%,2%
Cc1ccc(C(C(=O)NCC2CCCO2)N(C(=O)c2snc(C(N)=O)c2N)c2ccc(C(C)C)cc2)o1 (stereo not given),x,18µM*,23µM*
CCOc1ccc(NS(=O)(=O)c2ccc(C(=O)N(C)CC(=O)Nc3ccccc3Br)cc2)cc1,x,u,u
CCOc1cccc2sc(NC(=O)CC)nc12,8%,24%,14%
COc1cc(C(C)=O)ccc1OCC(O)CN1CCN(c2ccc(C)cc2C)CC1 (stereo not given),x,u,u
CCc1ccc(-c2cc3c(=O)n(CC(=O)N4CCCC4)nc(C)n3n2)cc1,0%,19%,-11%
CC(=O)Oc1ccc(-c2cccc(C(=O)NCC(=O)O)c2)cc1,4%,15%,8%
COc1ccc(OCC(=O)OCCN2C(=O)c3ccccc3C2=O)cc1,x,23%,-16%
CC(C)OC(=O)Nc1ccc2c(c1)N(C(=O)N1CCN(C)CC1)c1ccccc1CC2,x,13µM*,12µM*
CCOC(=O)c1nnn(-c2nonc2N)c1CN1CCCCCC1,1%,5%,-4%
COc1cccc(NC(=O)COc2cc(C)cc3oc(=O)cc(C)c23)c1,-5%,10%,0%
COc1ccc(S(=O)(=O)N(CCC#N)Cc2ccco2)cc1OC,0%,0%,0%
CCc1cc(-c2n[nH]c(C)c2-c2nc(C)cs2)c(O)cc1OC,x,-28%,0%
CN(C)/C=C(\C#N)C(=O)N/N=C/c1ccccc1,3%,-28%,-7%

# Part of the list above, reduced to DT40 TDP1 CPT:
mol | DT40 TDP1 CPT
CCOc1ccc(NS(=O)(=O)c2ccc(C(=O)N(C)CC(=O)Nc3ccccc3Br)cc2)cc1 | u
CCOc1cccc2sc(NC(=O)CC)nc12 | 14%
COc1cc(C(C)=O)ccc1OCC(O)CN1CCN(c2ccc(C)cc2C)CC1 (stereo not given) | u
CCc1ccc(-c2cc3c(=O)n(CC(=O)N4CCCC4)nc(C)n3n2)cc1 | -11%
CC(=O)Oc1ccc(-c2cccc(C(=O)NCC(=O)O)c2)cc1 | 8%
COc1ccc(OCC(=O)OCCN2C(=O)c3ccccc3C2=O)cc1 | -16%

# Continued:
SMILES,TDP1 inh,DT40 TDP1 no CPT,DT40 TDP1 CPT
COc1cc(CN2CCN(C(=O)CC(C)C)CC2)cc(OC)c1OC,0%,-27%,-3%
O=C(C1=C[C@H](c2csc3ccccc23)C[C@H](OCc2ccc(CO)cc2)O1)N1CCOCC1,5%,u,u
CCN1CCN(Cc2cc(=O)oc3cc(C)cc(C)c23)CC1,2%,-10%,-2%
CCCCOc1ccc(OC(=O)c2cccnc2)cc1,-1%,16µM*,21µM*
Cc1cc(C)n(CC(=O)n2nc(C)cc2C)n1,0%,-29%,1%
COC(=O)[C@@]1(Cc2ccc(F)cc2)[C@H]2c3cc(C(=O)N4CCCC4)n(Cc4ccc(C)o4)c3C[C@H]2CN1C(=O)c1ccccc1,16%,u,u
O=C(NNc1cc(Cl)cc(Cl)c1)C1CCC1,-1%,-1%,10%
CC(/C=N/NC(=O)CSc1n[nH]c(=O)[nH]c1=O)=C\c1ccccc1,2%,19%,1%
O=C(N/N=C\c1cccc([N+](=O)[O-])c1O)C1COc2ccccc2O1 (stereo not given),13%,5.2µM*,5.2µM*
COC(=O)[C@H]1C[C@H](OC(=O)NC2CCCC2)[C@@]2(O)CN(S(=O)(=O)c3ccc(C)cc3)CC2[C@H]1C(=O)OC (stereo not given in full),x,-28%,-11%
COc1ccc(S[C@@H](CCN2CC[C@H](O)CCC2=O)c2ccccc2)cc1,6%,u,u
O=S(=O)(NCc1ccccc1Br)c1ccccc1Br,-5%,u,u
Nc1nn(-c2ccccc2Cl)cc1-c1nn[nH]n1,0%,-20%,17%
COc1cccc(N2CCN(CC(=O)NC3=Nc4ccccc4N=C(C)C3c3ccccc3)CC2)c1 (stereo not given),x,u,u
COc1cccc(CNc2ncnc3cc(OC)c(OC)cc23)c1,3%,u,u
COc1ccc(NC(=S)NNC(=O)c2cccs2)cc1,3%,u,-23%
c1ccc(NC2=NCCN2CCCC2CCCC2)cc1,-2%,u,u
CCc1ccc(OCC(O)CN2CCN(c3ccc(OC)cc3)CC2)cc1 (stereo not given),x,-25%,u
COc1ccc(NC(=O)c2ccc(-c3nc(COc4ccccc4)c(C)o3)cc2)cc1,3%,-12%,-7%
O=C1CN(C(=O)COC(=O)/C=C/c2ccc(F)cc2)c2ccccc2N1,1%,-6%,18%
Oc1cccc(-c2nc3ccc4ccccc4c3c3c2CCC3)c1,-1%,21µM*,u
CC1(C)CC2(CCO1)OC(=O)CC2C(=O)Nc1cccc2ccccc12 (stereo not given),6%,-5%,-12%
O=C(O)c1ccc(N/N=C/c2ccc(-c3cccc(Cl)c3)o2)cc1,-4%,-11%,u
CCCCCN1CC(O)=C(c2nc(-c3ccc(Cl)cc3)cs2)C1=N,8%,0%,-30%

# Exported as tab-separated lines: part of the list above.
molecule	TDP1 inh	DT40 TDP1 no CPT	DT40 TDP1 CPT
COc1cccc(CN2C(=O)NC(C)(C3CCN(Cc4cccc(O)c4)CC3)C2=O)c1OC (stereo not given)	x	-26%	-21%
COc1ccc(CN2CCCC(n3cc(C(=O)NC4CCCC4)nn3)C2)c(O)c1 (stereo not given)	x	-24%	u
CC(Oc1ccccc1)C(=O)Nc1ccc(S(=O)(=O)N2CCN(C)CC2)cc1 (stereo not given)	x	-17%	u
O=S(=O)(NCc1ccccc1Br)c1ccccc1Br	-5%	u	u
